CRFR2-BP ag = agonists of human CRF-binding protein/CRF-R2 receptor complex. HEK293 CRF-R2/CRF-BP, calcium dye fluorescence (FLIPR); percent of saturating CRF peptide response. activation, % at 13.2 µM. hit rate 0.46% among 350,000. AID 588473;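 active = activation of at least 50%, plus an integration ratio under a set limit after plate pattern correction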;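 also: plate controls were neutral control wells without compound for no effect and CRF at EC100 for full effect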
CHRM4 PAM = positive allosteric modulators of human muscarinic M4 receptor | P08173 | CHO-K1 hM4/Gqi5, Fluo-8 calcium fluorescence, ACh EC20; 0% = ACh EC20, 100% = maximal ACh | activation, % at 3 µM | hit rate 0.4% among 360,000;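 active = activation above its plate's cutoff, the mean activation of sample wells plus 3 SD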; also: some results filed as inactive read as strong as hits
Target sequence (P08173 whole entry, looked up): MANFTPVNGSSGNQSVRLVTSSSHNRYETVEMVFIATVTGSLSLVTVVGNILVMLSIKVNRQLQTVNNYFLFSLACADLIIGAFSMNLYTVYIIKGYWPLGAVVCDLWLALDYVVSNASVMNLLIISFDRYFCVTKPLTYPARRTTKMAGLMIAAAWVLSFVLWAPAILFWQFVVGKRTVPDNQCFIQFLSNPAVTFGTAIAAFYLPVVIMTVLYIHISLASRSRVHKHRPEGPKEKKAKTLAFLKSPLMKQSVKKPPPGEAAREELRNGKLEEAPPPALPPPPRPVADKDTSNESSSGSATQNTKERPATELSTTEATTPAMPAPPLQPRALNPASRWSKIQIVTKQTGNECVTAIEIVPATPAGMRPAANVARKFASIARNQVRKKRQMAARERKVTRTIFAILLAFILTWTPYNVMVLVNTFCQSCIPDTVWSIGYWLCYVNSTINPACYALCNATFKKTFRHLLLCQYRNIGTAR
CHRM5 antagonist = antagonists of human muscarinic M5 receptor (CHRM5); P08912; CHO-hM5 cells, Fluo-8 calcium fluorescence, ACh EC80; inhibition, % at 3 µM; hit rate 0.59% among 360,000; AID 624040;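 active = inhibition above a per-plate cutoff, the mean of that plate's test compounds plus 3 SD, cut at about 27% in these data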;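 also: 0% = acetylcholine EC80 with DMSO and 100% = DMSO without agonist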
Target sequence (P08912 whole entry, looked up): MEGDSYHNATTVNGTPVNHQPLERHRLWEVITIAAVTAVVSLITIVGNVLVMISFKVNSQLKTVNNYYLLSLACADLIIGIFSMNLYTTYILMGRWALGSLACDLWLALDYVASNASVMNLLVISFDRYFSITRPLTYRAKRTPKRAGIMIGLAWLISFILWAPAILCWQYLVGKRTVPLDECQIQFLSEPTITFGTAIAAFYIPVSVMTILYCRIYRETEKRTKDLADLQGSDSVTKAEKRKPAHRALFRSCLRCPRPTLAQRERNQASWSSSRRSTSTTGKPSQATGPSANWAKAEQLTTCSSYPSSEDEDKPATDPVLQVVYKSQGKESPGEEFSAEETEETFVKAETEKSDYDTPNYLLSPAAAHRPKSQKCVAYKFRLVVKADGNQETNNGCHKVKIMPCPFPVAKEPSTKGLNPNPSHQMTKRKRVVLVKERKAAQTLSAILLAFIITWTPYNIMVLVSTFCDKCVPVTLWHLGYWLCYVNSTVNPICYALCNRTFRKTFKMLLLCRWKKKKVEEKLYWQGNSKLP
CRFBP-R2 block = CRF-BP/CRF-R2 complex antagonism | HEK293 CRF-R2/CRF-BP, CRF-induced calcium fluorescence | inhibition, % at 11.8 µM | hit rate 0.59% among 350,000 | AID 588475;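 active = inhibition of the ligand-induced calcium signal above about 50% at the single tested concentration, limit read from the data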
M5 ag = CHRM5 agonism in calcium assay | CHO-K1 hM5 cells, Fluo-8 calcium fluorescence; 0% DMSO wells, 100% maximal acetylcholine response | activation, % at 3 µM | hit rate 0.19% among 360,000;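 active = activation above the run's mean over test compounds plus 3 SD, cut at about 23% in these data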;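 also: signal is peak over basal fluorescence ratio across the kinetic read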
M4 antag = blocks acetylcholine activation of human M4 receptor; P08173; CHO-hM4 cells, ACh EC80, Fluo-8 calcium fluorescence; inhibition, % at 3 µM; hit rate 0.73% among 360,000;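 active = inhibition above its plate's cutoff, the mean inhibition of sample wells plus 3 SD, cut at about 27% in these data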;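 also: 0% = acetylcholine EC80 with DMSO and 100% = DMSO without agonist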
CHRM1 PAM = positive allosteric modulators of human M1 muscarinic receptor; P11229; CHO-K1 hM1, Fluo-8 calcium fluorescence, ACh EC20; 0% = ACh EC20, 100% = maximal ACh; activation, % at 3 µM; hit rate 0.088% among 360,000; in the data active = activation above about 19%, passing the limit was not always enough
M4 ag = CHRM4 agonism in calcium assay | activation, % at 3 µM | hit rate 0.14% among 360,000 | P08173 | CHO-K1 hM4/Gqi5, Fluo-8 calcium fluorescence; vehicle 0%, full acetylcholine response 100%;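 active = activation above the run mean over all test wells plus 3 SD, cut at about 32% in these data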;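 also: peak over basal fluorescence ratio per well then scaled between controls; 0% = DMSO wells and 100% = acetylcholine at EC100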
CHRM5 PAM = potentiates acetylcholine response at human M5 receptor. P08912. CHO-K1 hM5, Fluo-8 calcium, ACh EC20 PAM; 0% = ACh EC20, 100% = ACh EC100. activation, % at 3 µM. hit rate 0.3% among 360,000;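 active = activation above the run cutoff, the mean activation of all test compounds plus 3 SD, cut at about 18% in these data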
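system = human M5 receptor in CHO-K1 cells | reagent = EC20 acetylcholine as agonist stimulus | compound dosing = single-point, 3 µM nominal | incubation = Fluo-8 loading 80 min at 37 °C plus 30 min room temperature | detection = Fluo-8 calcium dye fluorescence, kinetic read | benchmarks = low control EC20 acetylcholine (0%), high control EC100 acetylcholine (100%)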
* marks the source's active call; other numbers are inactive results; · = not tested or not shown.

cpd	compound	CHRM5 PAM	CRFR2-BP ag	CHRM5 antagonist	CRFBP-R2 block	M5 ag
1	Cc1ccc(S(C)(=O)=O)cc1C(=O)Nc1ccc(S(=O)(=O)Nc2nccs2)cc1	3	-0.2	5	8	3
2	CCc1cccc(C)c1NC(=O)COC(=O)C1CC(=O)N(CCc2ccc(OC)c(OC)c2)C1 (configuration not stated)	-3	0.0	-2	-2	1
3	CCOC(=O)C1CCC(=O)C1 (configuration not stated)	10	-0.6	-3	19	4
4	Cc1c(C)n(C)c2ccc(C(=O)N3CCN(c4ccccc4)CC3)cc12	1	-0.2	4	5	0
5	CC(=O)c1ccc(OCCCC(=O)N2CCN(S(=O)(=O)c3ccc(C(C)C)cc3)CC2)cc1	-17	0.2	13	20	2
6	COc1ccc(C(=O)Nc2cc(C)on2)cc1S(=O)(=O)N1CC(c2ccccc2)CC1=O (configuration not stated)	-5	9.5	21	-5	-2
7	Cc1cccc(NC(=O)CN(CC2CCCO2)C(=O)c2oc3ccc(F)cc3c2C)c1C (configuration not stated)	0	0.1	-2	-13	5
8	CCOC(=O)Cn1c(=N)n(CCOc2ccc3ccccc3c2)c2ccccc21	-21	3.3	10	-37	6
9	CCCCn1c(N)c(N(CCOC)C(=O)c2ccc(-c3ccc([N+](=O)[O-])cc3)o2)c(=O)[nH]c1=O	5	3.7	-15	-7	0
10	N#Cc1cnc2sc3ccccc3n2c1=N	4	-0.6	1	23	2

cpd	CHRM1 PAM	M4 ag	CHRM4 PAM	M4 antag
1	9	0	0	-9
2	0	2	1	7
3	-1	0	1	-3
4	6	3	-4	-5
5	-14	14	-15	12
6	-4	1	-7	10
7	-2	12	-2	-5
8	0	39*	-9	9
9	5	1	0	5
10	10	1	0	10

(more compounds)
cpd	compound	CHRM5 PAM	CRFR2-BP ag	CHRM5 antagonist	CRFBP-R2 block	M5 ag
11	CC1CCc2[nH]c3ccc(C(=O)NCC4CCCO4)cc3c2C1 (configuration not stated)	-2	-1.2	12	7	-1
12	CC(C)Nc1ccc(C(CC(N)=O)NC(=O)Cc2ccc(Cl)cc2)cc1[N+](=O)[O-] (configuration not stated)	4	-0.9	7	-8	-1
13	COc1ccc(OC)c(NC(=O)c2cccc(NC(=O)c3ccco3)c2)c1	-6	-1.0	1	11	1
14	CCc1nc(CN(C)C(=O)C2CCC(=O)N(Cc3cccc(F)c3)C2)no1 (configuration not stated)	2	0.3	-4	-5	-3
15	O=C(O)CSCC(=O)Nc1ccccn1	-5	1.7	17	10	2
16	COc1ccc(S(=O)(=O)N(C)C)cc1NC(=O)CSc1nncs1	4	3.2	-2	2	4
17	COCCn1c(C(F)(F)F)ccc(NC(=O)c2ccccc2)c1=O	3	5.7	0	34	1
18	O=S1(=O)c2c(F)cccc2OC(COCc2ccccc2)CN1C1CCCC1 (configuration not stated)	-7	-2.7	1	20	1
19	O=C(NCc1ccc2c(c1)OCO2)c1cc2ccccc2o1	30*	-0.5	1	6	-6
20	CCOC(=O)C1=C(C)N=c2sc(=Cc3ccc(OCC(=O)O)cc3)c(=O)n2C1c1ccc(SC)cc1 (configuration not stated)	0	·	-4	·	1

cpd	CHRM1 PAM	M4 ag	CHRM4 PAM	M4 antag
11	13	0	7	-4
12	4	1	7	2
13	-6	12	-8	1
14	9	0	-3	-2
15	13	0	-4	-5
16	4	1	-4	-6
17	5	2	7	-8
18	-5	0	-5	1
19	4	0	5	6
20	9	1	6	-8

More results.
cpd	compound	CHRM5 PAM	CRFR2-BP ag	CHRM5 antagonist	CRFBP-R2 block	M5 ag
21	CN(c1ccccc1)S(=O)(=O)c1ccc(C(=O)NCC(c2ccco2)N2CCCCC2)cc1 (configuration not stated)	-11	0.0	9	1	-9
22	CC(Nc1ccc(Br)cc1)C(=O)Nc1cccc(S(=O)(=O)N2CCOCC2)c1 (configuration not stated)	-8	1.6	9	90*	4
23	O=S(=O)(Oc1ccccc1N1CCCCC1)c1ccccc1	-5	-0.2	3	-5	-4
24	Cc1cc(=O)[nH]c(SCC(=O)c2ccc(F)c(C)c2)n1	10	0.8	-1	5	2
25	Cc1ccsc1-c1nc(CSCC(=O)NCc2ccc3c(c2)OCO3)c(C)o1	-5	-0.5	5	-30	-3
26	O=C(c1ccc(CNS(=O)(=O)c2ccc(Br)cc2)cc1)N1CCCC1	7	-0.7	5	-3	4
27	CN(C)/C=C/C(=O)c1c(F)cccc1F	-1	3.2	17	-12	-1
28	COc1cccc(C(=O)NC(C)C(c2cccs2)N2CCOCC2)c1 (configuration not stated)	-2	-5.5	0	3	1
29	C=CCNC(=O)c1ccc(-c2nc(-c3ccc(Cl)c(Cl)c3)cs2)cc1	-2	0.8	0	-10	-1
30	CCOc1ccccc1N(CC(=O)Nc1ccccc1F)S(=O)(=O)c1ccccc1	-10	1.6	7	-2	-5

cpd	CHRM1 PAM	M4 ag	CHRM4 PAM	M4 antag
21	-19	8	-8	-3
22	1	5	-8	11
23	0	-2	-9	5
24	13	0	2	0
25	5	5	1	-6
26	7	1	3	-11
27	10	1	5	4
28	6	1	6	-2
29	6	1	-5	4
30	9	7	-8	-8

Some of these compounds in order of formula weight, highest first:
cpd	compound	CHRM5 PAM	CRFR2-BP ag	CHRM5 antagonist	CRFBP-R2 block	M5 ag
5	CC(=O)c1ccc(OCCCC(=O)N2CCN(S(=O)(=O)c3ccc(C(C)C)cc3)CC2)cc1	-17	0.2	13	20	2
22	CC(Nc1ccc(Br)cc1)C(=O)Nc1cccc(S(=O)(=O)N2CCOCC2)c1 (configuration not stated)	-8	1.6	9	90*	4
6	COc1ccc(C(=O)Nc2cc(C)on2)cc1S(=O)(=O)N1CC(c2ccccc2)CC1=O (configuration not stated)	-5	9.5	21	-5	-2
1	Cc1ccc(S(C)(=O)=O)cc1C(=O)Nc1ccc(S(=O)(=O)Nc2nccs2)cc1	3	-0.2	5	8	3
13	COc1ccc(OC)c(NC(=O)c2cccc(NC(=O)c3ccco3)c2)c1	-6	-1.0	1	11	1
28	COc1cccc(C(=O)NC(C)C(c2cccs2)N2CCOCC2)c1 (configuration not stated)	-2	-5.5	0	3	1
4	Cc1c(C)n(C)c2ccc(C(=O)N3CCN(c4ccccc4)CC3)cc12	1	-0.2	4	5	0
11	CC1CCc2[nH]c3ccc(C(=O)NCC4CCCO4)cc3c2C1 (configuration not stated)	-2	-1.2	12	7	-1
19	O=C(NCc1ccc2c(c1)OCO2)c1cc2ccccc2o1	30*	-0.5	1	6	-6
15	O=C(O)CSCC(=O)Nc1ccccn1	-5	1.7	17	10	2
27	CN(C)/C=C/C(=O)c1c(F)cccc1F	-1	3.2	17	-12	-1

cpd	CHRM1 PAM	M4 ag	CHRM4 PAM	M4 antag
5	-14	14	-15	12
22	1	5	-8	11
6	-4	1	-7	10
1	9	0	0	-9
13	-6	12	-8	1
28	6	1	6	-2
4	6	3	-4	-5
11	13	0	7	-4
19	4	0	5	6
15	13	0	-4	-5
27	10	1	5	4

By substructure, those above containing a Cl atom.
cpd	compound	CHRM5 PAM	CRFR2-BP ag	CHRM5 antagonist	CRFBP-R2 block	M5 ag
12	CC(C)Nc1ccc(C(CC(N)=O)NC(=O)Cc2ccc(Cl)cc2)cc1[N+](=O)[O-] (configuration not stated)	4	-0.9	7	-8	-1
29	C=CCNC(=O)c1ccc(-c2nc(-c3ccc(Cl)c(Cl)c3)cs2)cc1	-2	0.8	0	-10	-1

cpd	CHRM1 PAM	M4 ag	CHRM4 PAM	M4 antag
12	4	1	7	2
29	6	1	-5	4

Further structures:
cpd	compound	CHRM5 PAM	CRFR2-BP ag	CHRM5 antagonist	CRFBP-R2 block	M5 ag
31	CCN(CC)CCOC(=O)C12CC3CC(CC(C3)C1)C2	-21	8.1	8	21	-7
32	O=C1C=C(NC2=CC3OC(c4ccccc4)OCC3OC2=O)CCC1 (configuration not stated)	-1	-2.0	1	-7	-3
33	CCN(CC)S(=O)(=O)c1ccc(S(=O)(=O)N(CC(=O)Nc2ccccc2)Cc2ccco2)cc1	-19	0.2	9	-17	4
34	CCOc1ccc(NS(=O)(=O)c2ccc3c(c2)N(C(C)=O)CC3)cc1	-2	-1.3	6	3	2
35	O=C(O)CCN1C(=O)c2ccc(NC(=O)C(c3ccccc3)c3ccccc3)cc2C1=O	12	0.1	7	6	-1
36	O=C1C=CC2(C=C1)O[C@H](Cc1ccccc1)[C@@H](Cc1ccccc1)O2	-1	-3.1	16	10	4
37	CC12CCC(C(=O)N3CCc4ccccc43)(CC1=O)C2(C)C (configuration not stated)	1	-2.2	-5	26	-8
38	O=S(=O)([O-])CCC[n+]1c(SCCCS(=O)(=O)O)sc2ccc(Cl)cc21	2	0.0	0	13	-2
39	O=C(C[n+]1cccc(C(=O)Nc2ccccc2)c1)c1ccc([N+](=O)[O-])cc1	-6	0.8	12	-17	-5
40	O=C(C=Cc1cccc(Cl)c1)c1ccccc1	4	0.3	22	-1	0

cpd	CHRM1 PAM	M4 ag	CHRM4 PAM	M4 antag
31	-21	1	-18	17
32	6	1	-4	11
33	-17	14	-24	9
34	9	2	5	-11
35	15	0	15	14
36	7	2	-7	62*
37	1	-1	1	-3
38	10	1	2	-4
39	2	2	-5	2
40	-2	0	2	-7

New compounds follow:
cpd	compound	CHRM5 PAM	CRFR2-BP ag	CHRM5 antagonist	CRFBP-R2 block	M5 ag
41	O=C(NC(=S)Nc1nc2c(s1)CCCC2)c1ccc(C(=O)c2ccccc2)cc1	6	-1.5	-8	-39	5
42	Cc1cc(SCC(=O)OC(C)C(=O)N(C)c2ccccc2)nc2ccccc12 (configuration not stated)	3	-1.4	6	2	-3
43	CN(C)/C=C(\C#N)C(=O)N/N=C/c1ccccc1	18*	-1.2	-9	16	-1
44	CC(C)C(=O)Nc1sc2c(c1-c1nc3ccccc3[nH]1)CCCC2	3	-3.3	0	6	-3
45	Cn1c(SCc2ccccc2C#N)nc2ccccc2c1=O	-7	0.7	8	-7	-2
46	CCOC(=O)/C(C#N)=C\c1ccc2c(c1)OCO2	-7	-0.9	-8	110*	-5
47	Cc1cnc(C(=O)OCC(=O)N2C(C)CCCC2C)cn1 (configuration not stated)	-4	0.1	9	-1	1
48	COc1ccc(-c2ccc(SCC(=O)c3cccs3)nn2)cc1OC	-7	-6.9	10	5	7
49	CCCCCn1c(=O)c(C(=O)OCC)c(O)c2ccccc21	4	1.7	-1	4	0

cpd	CHRM1 PAM	M4 ag	CHRM4 PAM	M4 antag
41	10	5	4	-10
42	10	4	3	-8
43	6	1	15	-3
44	-1	-2	-13	16
45	0	7	-12	1
46	5	0	1	1
47	15	1	13	-4
48	0	11	-8	-2
49	5	-1	8	2
